Compound activity deposited in PubChem by National Center for Advancing Translational Sciences (NCATS).
Nrf2 block – Nrf2 pathway inhibition; A549 ARE-Fluc reporter, luciferase luminescence, 18-24 h; Potency, µM (titrated, usually from 46 µM), without a hit: at the top dose activity change, negative = inhibition, usual class: inhibitors; hit rate 2.1% among 360,000; AID 504444; note: % is set by controls: 0 for no effect and ±100 for the full control effect; nearly all actives have a fitted effect of over 60% in size
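Cells were seeded and rested 2 h, then exposed to compounds for 18-24 h. CellTiter-Fluor was read first as a viability measure. BugLite was added 15 min before the final luminescent read of ARE-luciferase activity in A549 cells.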
TGFb inhibitor – inhibitors of TGF-b signaling | HepG2 CAGA-GFP TGF-b/SMAD3 reporter, GFP fluorescence, 18 h; TGF-beta stimulated, 500 pg/mL final | Potency, µM (top dose mostly 46.1 µM), inactives show at the highest dose activity, negative = inhibition, hits mostly inhibitors | hit rate 1.2% among 410,000 | AID 588855; note: % is set by controls: 0 for no effect and ±100 for the full control effect; nearly all actives have a fitted effect of over 65% in size
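First, reporter cells (HEPG2 CAGA-GFP) rested 2 h at 37 degrees C. Next, compounds were pinned in and TGF-beta added to 500 pg/mL final. After 18 h, GFP was imaged per cell and summed per well.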
A549 tox – A549 cytotoxicity, counter-screen for Nrf2 inhibitors | A549 ARE-Fluc cells, CellTiter-Fluor viability, 18-24 h | Potency, µM (series often up to 46 µM), for the others: at the highest dose activity change, negative = cytotoxicity, usual class: inhibitors | hit rate 0.16% among 390,000 | AID 504648; note: % is set by controls: 0 for no effect and ±100 for the full control effect
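Cytotoxicity counterscreen: CellTiter-Fluor fluorescence was measured in A549 ARE_Fluc cells after 18-24 h of compound exposure in a concentration series. The subsequent BugLite luminescent read reports ARE-luciferase activity.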
S2 tox – reduces viability in counter-screen for ATXN expression inhibitors. S2 cells (HEK-293 line with an ATXN2-luciferase reporter) viability, CellTiter-Fluor protease fluorescence, 24 h. Potency, µM (doses to about 56.7 µM), most hits filed as cytotoxic. AID 651635. hit rate 0.49% among 400,000; note: nearly all actives have a fitted effect of over 40% in size
Nrf2 activator – activators of Nrf2 (ARE) signaling. Potency, µM (series often up to 46.1 µM), without a hit: at the top dose activation, actives largely listed as activators. AREc32 ARE-luciferase reporter (MCF7-derived line), luminescence, 24 h. hit rate 0.31% among 410,000. AID 624171; note: % of control where 0% means no effect; nearly all actives have a fitted effect of over 65% in size
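Cells of the AREc32 ARE-luciferase line are plated in OPTI-MEM containing 5% FBS and left overnight at 37 deg C. Compounds are pinned in, incubation continues 24 hr, and firefly luciferase signal is then measured.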
MCF10A rerep – induces DNA re-replication in MCF 10a normal breast cells; MCF 10A DNA re-replication, Hoechst nuclear intensity, 48 h; Potency, µM (titrated, usually from 46.1 µM), without a hit: top-dose activity, positive = re-replication, actives largely listed as activators; hit rate 2.9% among 350,000; AID 624296; note: % of control where 0% means no effect; nearly all actives have a fitted effect of over 50% in size
ATXN2 expr inh – ATXN2 expression inhibition; HEK-293 ATXN2-luciferase reporter, luminescence, 24 h; Potency, µM (doses to about 57 µM), for the others: top-dose activity change, negative = inhibition, usual class: inhibitors; hit rate 0.72% among 360,000; AID 1745845; note: % is set by controls: 0 for no effect and ±100 for the full control effect; nearly all actives have a fitted effect of over 55% in size
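ATXN2-luciferase reporter cells (luciferase flanked by upstream and downstream ATXN2 gene portions) were treated 24 h at 37 °C with compounds at up to 57 uM. SteadyGlo luminescence gave expression; GF-AFC fluorescence gave viability.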
HepG2 tox – counter-screen for TGF-b inhibitors: cytotoxicity in HepG2 cells. Potency, µM (highest dose often 46.1 µM), without a hit: at the highest dose activity change, negative = cytotoxicity, usual class: cytotoxic. AID 588856. HepG2 CAGA-GFP viability, ATP luminescence, 18 h. hit rate 0.76% among 410,000; note: some results filed as inactive show a strong effect at the top dose
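CellTiter-Glo luminescence gave cytotoxicity after 18 hours at 37 degrees C. The cells were HepG2 CAGA-GFP in 1% FBS DMEM, stimulated with 500 pg/mL TGF-beta after compound addition. %Activity was normalised to no-cell wells (complete cell-killing) and DMSO (no toxicity), and curves were fitted and classified.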
EPAC2 antagonist – blocks human EPAC2 exchange factor | Q8WZA2 | EPAC2 GEF exchange of Rap1B-BODIPY-GDP, fluorescence | Potency, µM (highest dose often 114 µM), without a hit: at the top dose activity, negative = inhibition, most hits filed as inhibitors | hit rate 0.18% among 360,000; note: % is set by controls: 0 for no effect and ±100 for the full control effect; nearly all actives have a fitted effect of over 45% in size; many of its hits are not listed in these tables
Target sequence (Q8WZA2 whole entry, looked up): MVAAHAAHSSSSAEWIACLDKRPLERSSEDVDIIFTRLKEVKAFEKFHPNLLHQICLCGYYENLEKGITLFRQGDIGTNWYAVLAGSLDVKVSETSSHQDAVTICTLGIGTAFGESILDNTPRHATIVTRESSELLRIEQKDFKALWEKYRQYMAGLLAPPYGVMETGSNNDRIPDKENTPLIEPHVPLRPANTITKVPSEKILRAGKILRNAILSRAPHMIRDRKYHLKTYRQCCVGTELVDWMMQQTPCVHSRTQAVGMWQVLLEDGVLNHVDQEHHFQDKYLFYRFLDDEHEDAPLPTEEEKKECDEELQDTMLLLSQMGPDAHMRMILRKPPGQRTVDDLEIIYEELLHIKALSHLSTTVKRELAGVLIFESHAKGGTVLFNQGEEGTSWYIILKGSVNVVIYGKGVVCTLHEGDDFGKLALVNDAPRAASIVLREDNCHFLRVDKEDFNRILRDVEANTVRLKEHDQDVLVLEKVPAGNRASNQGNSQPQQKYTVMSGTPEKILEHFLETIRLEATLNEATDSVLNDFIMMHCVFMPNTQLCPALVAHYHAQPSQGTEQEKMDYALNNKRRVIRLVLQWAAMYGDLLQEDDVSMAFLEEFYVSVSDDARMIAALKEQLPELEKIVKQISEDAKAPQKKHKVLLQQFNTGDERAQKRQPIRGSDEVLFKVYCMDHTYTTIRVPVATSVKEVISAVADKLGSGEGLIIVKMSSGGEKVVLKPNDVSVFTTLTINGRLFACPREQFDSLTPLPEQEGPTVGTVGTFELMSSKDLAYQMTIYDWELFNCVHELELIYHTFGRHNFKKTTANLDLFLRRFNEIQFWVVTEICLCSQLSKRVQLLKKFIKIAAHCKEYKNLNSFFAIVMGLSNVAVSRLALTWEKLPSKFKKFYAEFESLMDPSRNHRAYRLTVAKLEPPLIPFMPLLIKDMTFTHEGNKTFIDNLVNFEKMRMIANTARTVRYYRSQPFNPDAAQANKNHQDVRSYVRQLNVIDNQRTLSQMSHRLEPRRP
Active calls of the source: *; i = inactive; ? = inconclusive; . = no result given; [ ] = remark or other dose. Calls come from the whole dose curve; as a rule, active = well fitted curve in the direction sought with a large enough effect; inconclusive = small, poorly fitted or top-dose-only effect, or another doubt; inactive = no such curve, though single readings can be large; an effect the other way counts as inactive or inconclusive. Potency is the fitted concentration of half-maximal effect.

SMILES	Nrf2 block	TGFb inhibitor	A549 tox	S2 tox	Nrf2 activator	MCF10A rerep	ATXN2 expr inh	HepG2 tox	EPAC2 antagonist
CC(=O)N1c2ccc(S(=O)(=O)NCCC(=O)NCc3ccc(F)cc3)cc2CC1C (configuration not stated)	6%	26%	7%	i	-0.2%	-1%	-5%	0%	16%
CCCOc1ccc(C2/C(=C(/O)c3ccc(F)cc3)C(=O)C(=O)N2CCCN(C)C)cc1 (configuration not stated)	-6%	-7%	-3%	i	0.1%	11%	2%	6%	-3%
Cc1onc(-c2ccccc2Cl)c1C(=O)NNC(=O)c1cccc(F)c1	-9%	1%	3%	i	-0.3%	-1%	2%	-7%	7%
Cc1ccc(C2(C(F)(F)F)N=C3Sc4cc(C)cc(C)c4N3C(=O)N2)cc1 (configuration not stated)	9%	-6%	-17%	i	3.7%	0%	2%	-15%	-4%
O=C(NCC(c1cccnc1)N1CCN(Cc2ccccc2)CC1)C(=O)Nc1ccc(Cl)cc1 (configuration not stated)	-11%	?	1%	?	3.5%	.	?	-56%	.
C/C(=N\NC(=O)c1cc2ccccc2cc1O)c1ccc(C)o1	5%	?	-12%	.	3.1%	?	-31%	-43%	6%
O=C1CN(C(=O)c2ccc(Cl)c(S(=O)(=O)N3CCc4ccccc43)c2)c2ccccc2N1	5%	-30%	-3%	?	0.2%	?	0%	-18%	-1%
Cc1ccc(N/C=C/C(=O)c2cccs2)cc1C	?	-12%	-17%	i	?	?	?	-10%	-2%
CCOC(=O)CN1C(=O)S/C(=C/c2cccc([N+](=O)[O-])c2O)C1=O	?	2%	?	i	-0.1%	-2%	-14%	-2%	-15%
CCN1CCN(CCn2c(=S)[nH]c3cc4c(cc3c2=O)OCO4)CC1	-16%	0%	1%	.	-0.7%	7%	.	-12%	5%
CCOc1ccc(CN2C(=O)c3ccccc3C2C(=O)NC(C)CC)cc1OC (configuration not stated)	-2%	12%	0%	i	-0.7%	7%	-6%	2%	-3%
CCOC(=O)N1CCc2c(sc(NCc3cccs3)c2C(=O)Nc2cc(Cl)ccc2OC)C1	.	?	-15%	.	18%	.	.	-9%	.
O=C(CSc1nccc(=O)[nH]1)N1N=C2/C(=C/c3ccco3)CCCC2C1c1ccco1 (configuration not stated)	-10%	-7%	-6%	i	?	0%	-13%	10%	-7%
COc1ccc(/C=C/C(=O)O)cc1COc1ccccc1C	-19%	-10%	-1%	i	0.5%	3%	-4%	-18%	-1%
Cc1ccc(NC(=O)CSc2sc3c(O)cc(=O)[nH]c3c2C#N)c(F)c1	5%	23%	0%	i	0.1%	1%	4%	13%	0%
CC(C)OC(=O)c1cccc(NC(=O)Cn2nnc3sc4c(c3c2=O)CCCC4)c1	?	-12%	-12%	i	0.4%	.	7%	-17%	.
CC1CN(S(=O)(=O)c2ccc(C(=O)N(CCCN(C)C)c3nc4c(Cl)cccc4s3)cc2)CC(C)O1 (configuration not stated)	-2%	0%	0%	i	-0.5%	7%	-7%	-18%	2%
CC(=O)NC(CC(=O)OCc1ccc([N+](=O)[O-])cc1)c1ccccc1 (configuration not stated)	-17%	-4%	0%	i	0.4%	-3%	-13%	15%	-3%
COCCNC(=O)CN1C(=O)NC(c2ccccc2)(c2ccccc2)C1=O	4%	-2%	0%	i	-0.1%	0%	-17%	-1%	3%
CN1CCN(c2ccc(NC(=O)c3sc4ccccc4c3Cl)cc2)CC1	?	28%	6%	.	-0.1%	10%	15%	-9%	-14%
C/C(=N\NC(=O)c1cccnc1)c1cc2ccccc2o1	-10%	4%	-4%	i	-0.3%	-3%	-3%	-12%	2%
Cc1nc2cc(NC(=O)N3c4ccccc4CC3C)ccc2n1C (configuration not stated)	?	2%	4%	i	-1.4%	?	-8%	-5%	0%
CN(CC(=O)Nc1cccc(S(=O)(=O)N2CCOCC2)c1)CC(=O)Nc1ccc(Cl)c(C(F)(F)F)c1	21µM*	?	?	?	2.6%	22%	?	-2%	-8%
COc1ccc(C2=NN(CCC(=O)NC3CCC(C)CC3)C(=O)CC2)cc1 (configuration not stated)	1%	-2%	-3%	i	-0.1%	-8%	7%	2%	-1%
COc1ccc(-n2c(=O)c3ccccc3n(CC(=O)OCc3ccccc3)c2=O)cc1OC	-28%	-2%	-15%	i	0.3%	-2%	12%	9%	0%
Cc1ccc2nc(/C(C#N)=C/c3ccccc3F)[nH]c2c1	16%	-32%	3%	.	?	.	.	-24%	.
COc1cccc(CNC(=O)C(C)n2ccc3cc(S(=O)(=O)N4CCCC4)ccc32)c1 (configuration not stated)	-21%	-2%	-7%	i	-0.3%	0%	5%	-2%	-6%
COc1ccc(-c2cc(C(=O)N/N=C/c3ccc4c(c3)OCO4)c3ccccc3n2)c(OC)c1	93%	-1%	-15%	i	0.2%	?	120%[activator]	11µM*	-1%
COc1ccc2[nH]cc(S(=O)(=O)c3ccc(C)c(C)c3)c(=O)c2c1	-9%	-22%	2%	i	-1.3%	.	5%	-37%	.
Cc1cc(NC(=O)Cn2cnc3sc(C)c(-c4ccccc4)c3c2=O)no1	-22%	-1%	-8%	i	-0.8%	?	-16%	-7%	-3%

Taken from above:
Cc1ccc2nc(/C(C#N)=C/c3ccccc3F)[nH]c2c1 in A549 tox → 3%
CN1CCN(c2ccc(NC(=O)c3sc4ccccc4c3Cl)cc2)CC1 in MCF10A rerep → 10%
COc1cccc(CNC(=O)C(C)n2ccc3cc(S(=O)(=O)N4CCCC4)ccc32)c1 (configuration not stated) in EPAC2 antagonist → -6%
CCOC(=O)N1CCc2c(sc(NCc3cccs3)c2C(=O)Nc2cc(Cl)ccc2OC)C1 in A549 tox → -15%

Single records (already shown).
Cc1cc(NC(=O)Cn2cnc3sc(C)c(-c4ccccc4)c3c2=O)no1 is listed as Nrf2 block = -22%; TGFb inhibitor = -1%; A549 tox = -8%; S2 tox = i; Nrf2 activator = -0.8%; MCF10A rerep = ?; ATXN2 expr inh = -16%; HepG2 tox = -7%; EPAC2 antagonist = -3%
Cc1nc2cc(NC(=O)N3c4ccccc4CC3C)ccc2n1C (configuration not stated) is listed as Nrf2 block = ?; TGFb inhibitor = 2%; A549 tox = 4%; S2 tox = i; Nrf2 activator = -1.4%; MCF10A rerep = ?; ATXN2 expr inh = -8%; HepG2 tox = -5%; EPAC2 antagonist = 0%

The list goes on:
SMILES	Nrf2 block	TGFb inhibitor	A549 tox	S2 tox	Nrf2 activator	MCF10A rerep	ATXN2 expr inh	HepG2 tox	EPAC2 antagonist
Cc1ccc(OC(=O)CSc2nnc(-c3cccs3)o2)c(C)c1	16%	38%[activator]	-1%	.	-0.2%	.	.	0%	.
CN(C)C(=O)CCc1ccc2c3c([nH]c2c1)[C@]1(C)[C@@H](C(=O)N2CCCCC2)C[C@H](CC(=O)NCCN2CCOCC2)C(=O)N1CC3	-5%	12%	1%	i	0.5%	9%	10%	-3%	-1%
COC(=O)c1sc2ccccc2c1S(=O)(=O)N1CCN(c2ccc(C(C)=O)cc2)CC1	29%	-26%	-1%	i	18%	.	5%	-20%	.
N#Cc1c(NC(=O)C(=O)NCCCN2CCOCC2)sc2c1CCC2	-13%	8%	-2%	i	-0.8%	-23%	4%	13%	1%
COc1ccc(Cl)cc1NC(=O)C(C)N(C)Cc1ccc(C(F)(F)F)cc1 (configuration not stated)	-26%	?	14%	i	3.2%	?	-10%	-14%	-17%
CC1CN(c2cc(=O)n(-c3cccc(Br)c3)c(=O)[nH]2)CC(C)O1 (configuration not stated)	9%	-20%	-1%	i	-0.4%	-4%	-1%	-13%	19%
Cc1cc(NC(=O)CSc2nnc(C)n2-c2ccccc2)no1	6%	6%	0%	i	0.2%	-3%	3%[11.3 µM]	2%	14%
Cc1nn(CC(=O)NCCc2cccs2)c(=O)c2nn(-c3ccccc3)c(C)c12	6%	-15%	0%	i	-0.3%	0%	7%	1%	13%
CCCCSc1nc(O)cc(=O)n1CC	5%	-3%	1%	i	0.1%	-1%	1%	3%	9%
COc1ccccc1NC(=O)c1ccc2c(c1)C(=O)N(Cc1ccco1)C2=O	0%	0%	-5%	i	0.8%	11%	-3%	0%	6%
CN(C)c1ccc(CC(=O)N2CCCC(c3cc(C(=O)Nc4ccc(F)c(Cl)c4)no3)C2)cc1 (configuration not stated)	.	?	.	i	3.5%	.	0%	-23%	-8%
CCC1NC(=O)c2cc3ccccc3cc2-n2c1nc1ccc(F)cc1c2=O (configuration not stated)	.	12%	.	?	-1.0%	.	?	11%	8%
O=c1cc(-c2ccccc2Cl)oc2c(NS(=O)(=O)c3ccccc3C(F)(F)F)ccc(O)c12	-20%	-30%	5%	i	1.3%	0%	-16%	-13%	7%

These rows are one share of the data (hit frequency here may not be typical).
